# Pf gametocyte: P. falciparum stage V gametocyte viability inhibition. inhibition, % at 10.9 µM. hit rate 0.065% among 150,000. P. falciparum stage V gametocytes, ATP luminescence, 24 h;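 active means inhibition above the mean plus 3 SD of compounds within the control limits, set per campaign, cut at about 38% in these data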;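 further: 0% = DMSO wells and 100% = medium only without gametocytes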
# Rac1 wt GTP bind: modulators of human Rac1 wildtype GTP binding; AID 757; hit rate 0.27% among 190,000; GTP binding activity (% of control), % at 10 µM; GST-Rac1 beads, fluorescent GTP binding, flow cytometry; actives lie on both sides; 0 = cold GTP competed, 100 = untreated; P63000;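 active means GTP binding activity at least 20 points away from the 100% control level, either lower or higher; inconclusive means compound flagged as likely green fluorescent, judged across all proteins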
# ABCG2 inh: human ABCG2 inhibition, ABCB1 as counter-screen | Q9UNQ0 | IgMXP3 cells, JC-1 efflux, flow cytometry | inhibition, % at 6.6 µM | hit rate 0.1% among 190,000 | AID 1325;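 active means inhibition above 80%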;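 further: 0% = DMSO and 100% = nicardipine control wells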
# Target sequence (Q9UNQ0 whole entry, looked up): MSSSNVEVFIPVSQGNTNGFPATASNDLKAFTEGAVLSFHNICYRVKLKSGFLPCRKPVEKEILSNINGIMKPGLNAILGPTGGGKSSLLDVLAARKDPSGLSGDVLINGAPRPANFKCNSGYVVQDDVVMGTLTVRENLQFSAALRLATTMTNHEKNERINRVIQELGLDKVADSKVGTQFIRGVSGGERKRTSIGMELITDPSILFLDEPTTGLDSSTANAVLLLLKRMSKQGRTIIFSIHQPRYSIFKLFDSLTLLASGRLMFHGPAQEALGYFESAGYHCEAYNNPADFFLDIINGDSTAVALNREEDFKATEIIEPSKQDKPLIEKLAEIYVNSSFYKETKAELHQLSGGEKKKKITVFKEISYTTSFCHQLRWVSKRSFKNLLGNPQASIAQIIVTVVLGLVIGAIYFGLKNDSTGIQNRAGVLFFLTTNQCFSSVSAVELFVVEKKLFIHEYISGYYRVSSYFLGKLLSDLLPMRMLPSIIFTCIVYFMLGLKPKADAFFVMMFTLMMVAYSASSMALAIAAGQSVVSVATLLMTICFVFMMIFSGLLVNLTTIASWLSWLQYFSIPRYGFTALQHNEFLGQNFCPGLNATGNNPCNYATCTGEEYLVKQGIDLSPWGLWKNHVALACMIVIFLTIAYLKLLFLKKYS
#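 Test system: IgMXP3 (ABCG2) plus far-red-tagged CCRF-Adr (ABCB1) cells / Amount: 3 million cells/mL in well / Reagent: JC-1 transporter substrate / Timing: 10 min compound exposure, 25 °C / Signal: flow cytometry, 530 nm JC-1 signal / Read-out: percent efflux inhibition, scaled nicardipine 100% to DMSO 0% / Benchmarks: nicardipine as high control, DMSO as low control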
# Rab7 wt modul: dog Rab7 wildtype GTP binding, inhibitors and activators; GST-Rab7 beads, fluorescent GTP binding, flow cytometry; actives lie on both sides; untreated = 100%, excess cold GTP = 0%; GTP binding activity (percent of control), % at 10 µM; hit rate 0.055% among 190,000;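 active means fluorescent GTP binding to Rab7 beads changed by at least 20 points from the 100% baseline, either direction, mostly lower; inconclusive means compound itself probably fluorescent, or too few beads counted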;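 further: median green fluorescence of bound Bodipy-FL-GTP per Rab7 bead population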
# Cdc42 wt GTP: changes GTP binding to wildtype human Cdc42; GST-Cdc42 beads, Bodipy-GTP binding, flow cytometry; actives lie on both sides; percent activity (GTP binding), % at 10 µM; hit rate 0.2% among 190,000;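 active means percent activity GTP binding at least 20 points away from the 100% baseline, either down as inhibitor or up as activator; inconclusive means compound flagged as likely green fluorescent from well-wide comparison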;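 further: median bead fluorescence of bound Bodipy-FL-GTP at 100 nM; 0% = excess unlabeled GTP control and 100% = no compound control; below 100% means less GTP binding so inhibitor and above means activator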
# Target sequence (P60953 whole entry, looked up): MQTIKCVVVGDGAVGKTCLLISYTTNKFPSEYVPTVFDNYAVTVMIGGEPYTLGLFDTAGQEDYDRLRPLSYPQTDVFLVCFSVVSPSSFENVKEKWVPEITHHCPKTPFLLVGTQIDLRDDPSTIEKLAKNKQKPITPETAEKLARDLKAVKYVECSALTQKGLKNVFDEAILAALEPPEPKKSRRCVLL
# GSH bead fluor: compound fluoresces at 488/530 nm on GSH beads. fluorescence (KMESF) at 10 µM. hit rate 0.25% among 190,000. AID 1776. GSH beads flow cytometry, compound fluorescence 488/530 nm; hits give high values; in the data active means fluorescence above about 89;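 further: glutathione beads carrying GST-tagged Bcl family fusion proteins plus one bare bead set; values are compound well signal with DMSO vehicle wells as background; inactives centre near 16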
# Avidin bead fluor: compound fluoresces at 488/530 nm on avidin beads. fluorescence (KMESF) at 10 µM. AID 1775. hit rate 0.38% among 220,000. compound fluorescence 488/530 nm, flow cytometry; hits give high values; in the data active means fluorescence above about 47; further: inactives centre near 10
# Rac1 mut GTP: human Rac1 activated mutant GTP binding change; P63000; GST-Rac1 activated beads, fluorescent GTP binding, flow cytometry; actives lie on both sides; 100% means binding = to untreated wells; AID 764; percent activity (GTP binding), % at 10 µM; hit rate 0.11% among 190,000;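 active means GTP binding at least 20 percentage points away from the 100% baseline, in either direction, so actives lie on both sides; inconclusive means Compound likely fluorescent itself, or too few beads counted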
# ABCB1 block: inhibitors of human ABCB1 transporter, ABCG2 counter-screen; CCRF-Adr cells, JC-1 efflux, flow cytometry; hit rate 0.067% among 190,000; inhibition, % at 6.6 µM; in the data active means inhibition above about 40%;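 further: 0% = vehicle and 100% = reference inhibitor; higher value means more JC-1 retained so stronger ABCB1 efflux block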
# HRas wt GTP: modulators of GTP binding to human HRas wildtype. P01112. GST-Ras wt beads, Bodipy-FL-GTP binding, flow cytometry; actives lie on both sides. GTP binding activity, % at 10 µM. hit rate 0.14% among 190,000. AID 759;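 active means GTP binding activity at least 20% away from the 100% baseline, either lowered as inhibitor or raised as activator; inconclusive means flagged as likely green fluorescent, judged across all proteins in the well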;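 further: 0% = unlabeled GTP competition control and 100% = no-compound control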
# Target sequence (P01112 whole entry, looked up): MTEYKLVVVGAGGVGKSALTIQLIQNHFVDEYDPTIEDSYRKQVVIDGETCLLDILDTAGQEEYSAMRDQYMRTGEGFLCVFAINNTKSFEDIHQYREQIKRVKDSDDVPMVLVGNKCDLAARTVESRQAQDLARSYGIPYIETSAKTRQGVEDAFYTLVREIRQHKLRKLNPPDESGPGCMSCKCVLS
# Rab2A wt mod: changes GTP binding to wildtype dog Rab2A, up or down; GTP binding activity, % at 10 µM; hit rate 0.19% among 190,000; P61105; AID 760; GST-Rab2 wt beads, Bodipy-GTP binding, flow cytometry;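 active means GTP binding activity at least 20 points away from 100%, either lowered or raised; inconclusive means signal likely due to the compound's own green fluorescence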;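 further: 0% = beads with excess unlabeled GTP and 100% = no-compound control corrected for plate trend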
# Active calls of the source: *; ? = inconclusive; nt = not tested or not shown.
SMILES,Pf gametocyte,Rac1 wt GTP bind,ABCG2 inh,Rab7 wt modul,Cdc42 wt GTP,GSH bead fluor,Avidin bead fluor,Rac1 mut GTP,ABCB1 block,HRas wt GTP,Rab2A wt mod
CC(=O)NN1C(=O)/C(=C/c2ccc(Br)o2)SC1=S,nt,101,15,101,98,25,22,97,2.6,98,98
COc1ccc(CN(C)CC(=O)Nc2cc(OC)c([N+](=O)[O-])cc2C)c(OC)c1,nt,104,7,100,106,17,17,101,1.2,101,104
CN(CCc1ccccn1)c1ncnc2[nH]ncc12,-3,92,5,92,96,31,12,93,0.3,93,94
CC1CCN(c2ncnc3ccccc23)CC1,nt,102,2,95,101,18,7,99,0.6,100,100
CC(C)(C)OC(=O)NCC(=O)NCC(=O)OCc1ccccc1,17,98,-7,99,96,12,6,96,-8.7,96,96
Cc1ccccc1OCC(=O)O/N=C(\N)Cc1ccc(Cl)cc1,nt,101,0,102,100,50,11,98,0.1,100,99
CCC(C)N(C(=O)C(F)(F)F)C(C(=O)NC1CCCCC1)c1ccncc1 (stereo not given),nt,104,4,104,99,12,21,99,1.8,102,101
CCSc1nc2c(sc3nc(C)cc(C)c32)c(=O)[nH]1,nt,100,3,101,100,39,8,96,0.1,101,100
CCOC(=O)C1=C(NC#N)OC(C)=C(C)C1c1ccc(O)cc1 (stereo not given),16,100,0,97,99,43,8,98,-0.1,99,97
Cc1cc(C)n2nc(C(=O)NCc3ccccc3)nc2n1,nt,104,4,103,103,17,8,98,0.9,102,101
CCC(CC)N1CCN(CCc2ccccc2)C(CCO)C1 (stereo not given),nt,102,0,93,98,14,11,98,0.4,95,93
CCOc1ccccc1NC(=O)C(CC(C)C)NC(=O)C1CCC(C)CC1 (stereo not given),-85,101,5,101,101,54,7,97,1.5,102,100
Cc1cc(C)nc(SCc2nnc(SCC(=O)Nc3c(C)cccc3C)o2)n1,nt,101,0,97,98,18,6,95,-0.2,98,102
CCN1CCCc2cc(CN(CCN3CCOCC3)C(=S)Nc3ccccc3OC)ccc21,1,93,1,87,90,13,11,88,2.7,92,94
COC(=O)c1c(N)sc(C(=O)N2CCOCC2)c1C,nt,?,2,?,?,34,10,?,0.2,?,?
Cc1ccc(-c2nc(C)sc2CC(=O)NCc2ccco2)cc1,19,103,1,100,101,36,6,97,0.6,101,100
CCn1c(=O)c(=O)[nH]c2cc(C(=O)NCC3CCCCC3)ccc21,2,103,22,97,100,6,11,98,1.0,98,97
CCOc1ccc(CNc2ccc(N3CCOCC3)c(C(=O)O)c2)cc1,nt,101,6,101,100,31,17,102,1.2,102,102
Cn1cccc1/C=C1\CCC/C(=C\c2cccn2C)C1=O,-5,96,3,95,100,27,6,94,2.6,97,97
CCC(=O)NC(c1ccc(N(C)C)cc1)c1c(O)ccc2ccccc12 (stereo not given),-18,95,0,90,93,9,11,96,0.5,95,95
Brc1ccc(/C=N/N2CCN(C3c4ccccc4-c4ccccc43)CC2)s1,6,92,1,98,93,26,14,92,0.2,97,96
c1ccc(C2Nc3ccccc3-c3nc4ccccc4n32)nc1 (stereo not given),nt,101,0,96,102,17,22,95,0.2,101,97
CCC(C)NC(=O)c1cc(CC(C)C)on1 (stereo not given),nt,104,-3,101,100,23,7,100,-2.3,100,102
O=C(CSc1ccc(-c2cccs2)nn1)N1CCCCCC1,nt,103,2,99,99,19,13,98,0.5,100,99
CCn1ncc(C2=NOC(C(=O)Nc3ccc4c(c3)OCO4)C2)c1C (stereo not given),12,106,-1,102,103,40,1,99,-0.9,101,103
CCn1c(SCC(O)c2ccccc2)nnc1-c1ccccc1 (stereo not given),nt,102,1,104,101,11,4,97,-0.2,103,100
CCOC(=O)N1CCC2(CC1)C(C#N)=C(N)Oc1c2sc2nc(C)cc(C)c12,nt,97,17,94,93,30,12,94,2.5,95,94
Cc1cc([N+](=O)[O-])cc2c1NCC1CC=CC21 (stereo not given),-3,105,42,102,102,10,11,99,1.1,101,101
COc1cc(NC(=O)Cc2c(C(=O)O)n(C)c3ccccc23)cc(OC)c1OC,-17,103,2,105,104,20,8,95,-0.2,98,99
Cc1nnsc1C(=O)Nc1ccccc1,9,100,4,101,98,16,17,98,0.0,100,101
COc1ccc(N2CCN(C(CNC(=O)c3ccc4c(c3)OCO4)c3ccco3)CC2)cc1 (stereo not given),-8,99,3,103,98,14,9,98,0.1,98,98
Cc1ccc(C)c(OCC(O)CN2CCN(CCN3C(=O)c4cccc5cccc(c45)C3=O)CC2)c1 (stereo not given),-14,104,0,99,103,9,3,99,18,103,102
CCc1ccc(NC(=O)CSc2n[nH]c(C)c2[N+](=O)[O-])cc1,10,103,14,99,104,12,17,99,-0.8,99,96
CS(=O)(=O)N1CCN(C(=O)Nc2ccccc2)CC1,1,101,2,95,98,9,3,97,1.4,98,98
COC(=O)CSc1nnc(-c2ccccc2OC)n1-c1ccc(C)cc1,4,103,4,102,102,37,7,100,2.1,100,102
CCCN1C(=O)COc2ccc(-c3n[nH]c(=O)c4ccccc34)cc21,13,101,7,103,96,17,6,97,1.5,97,95
CCOC(=O)C(Cc1cc(C(C)=O)ccc1OC(C)C)C(=O)OCC,nt,100,2,103,102,23,8,100,0.7,101,102
Cc1ccc(S(=O)(=O)NCCC(=O)Nc2ccc(C)c(Cl)c2)cc1C,12,99,11,100,98,9,5,96,0.8,97,98
CS(=O)(=O)N(Cc1ccccc1)c1ccccc1C(=O)Nc1ccccc1C(=O)NCc1ccco1,nt,102,2,95,102,13,12,101,0.7,102,100
Cc1ccc(C(O)(COC(=O)C(C)C)COC(=O)C(C)C)c(O)c1,nt,97,8,103,96,21,7,94,0.7,97,98
COc1cc(NC(=O)Cc2ccccc2)c(C(=O)O)cc1OC,8,99,0,105,91,12,4,90,0.2,96,95
Cc1ccc(S(=O)(=O)Nc2ccccc2C(=O)Nc2nc(-c3ccc(F)cc3)cs2)cc1,3,89,5,90,85,14,10,88,0.0,91,88
O=c1ccc2ccc(Oc3ccc(Cl)cc3[N+](=O)[O-])cc2o1,15,93,15,90,93,11,13,91,0.5,92,90
COc1ccc(CN(C)Cc2nc(Cc3ccccc3Cl)no2)cc1OC,14,99,4,100,97,16,2,94,0.6,98,98
CC(C)NC(=O)/C(=C/c1ccco1)c1ccccc1,10,99,8,100,98,42,14,92,0.8,101,98
CCn1c(C)nc2cc(C(=O)NNS(=O)(=O)c3ccc(C)c(C)c3)ccc21,nt,105,6,97,103,24,18,100,0.3,98,101
C1=CC2CCC1ON2c1ccccc1 (stereo not given),nt,100,-1,96,98,4,13,96,-0.2,96,96
CC(C)C[C@H](NC(=O)Nc1ccc(Oc2ccccc2)cc1)C(=O)O,7,104,18,99,98,25,3,97,0.7,100,98
O=C1NCC(COCC2CC=CCC2)O1 (stereo not given),-30,105,2,100,105,17,23,98,0.6,104,100
CC1Cc2ccccc2N1C(=O)CCS(=O)(=O)c1cccs1 (stereo not given),nt,110,2,101,105,150*,125*,97,0.4,100,104
CCCCNC(=O)c1ccc(N2CCC3(CC2)OCCO3)c([N+](=O)[O-])c1,nt,100,19,98,102,9,9,96,nt,101,97
Fc1cc(F)c2nc(Nc3nc4c(F)cccc4s3)sc2c1,12,96,9,94,94,4,16,96,-0.3,96,96
COc1cc(NC(=S)Nc2ccc(Br)cc2Cl)c(OC)cc1Cl,0,99,-2,97,100,19,12,96,-0.6,98,99
CC(C)(C)NC[C@H](O)COc1nsnc1N1CCOCC1,nt,101,7,100,104,21,7,98,0.9,100,102
COc1ccc(OC)c(C2C(C(=O)Nc3ccccc3OC)=C(C)Nc3nc(CCCO)nn32)c1 (stereo not given),nt,107,1,103,106,15,30,100,0.1,101,102
CCOc1ccc(NS(=O)(=O)c2ccc(NC(=O)[C@@H]3CCCC[C@@H]3C(=O)O)cc2)cc1,-1,99,15,100,99,17,17,96,1.1,97,96
O=c1[nH]n(CC2COC3(CCCCC3)O2)c(=O)c2ccccc12 (stereo not given),nt,100,3,100,102,19,3,99,0.0,100,99
COc1ccc(C2C3=C(N=C4SCC(=O)N42)c2ccccc2CC3)cc1OC (stereo not given),nt,104,0,97,103,16,7,98,0.1,97,99
O=C(O)C1CCCN(S(=O)(=O)c2ccc(Cl)s2)C1 (stereo not given),nt,98,3,100,100,24,5,98,0.4,101,102
O=C1c2cccnc2C(Nc2ccccc2Br)N1Cc1ccco1 (stereo not given),7,101,2,104,102,11,10,95,1.3,98,100

# (next part)
SMILES,Pf gametocyte,Rac1 wt GTP bind,ABCG2 inh,Rab7 wt modul,Cdc42 wt GTP,GSH bead fluor,Avidin bead fluor,Rac1 mut GTP,ABCB1 block,HRas wt GTP,Rab2A wt mod
CCSC1=NC2(CCCCC2)Nc2sc3c(c21)CCCC3,nt,103,-1,98,99,35,3,100,-0.4,101,100
Cc1ccc2c(CSc3nnnn3C)cc(=O)oc2c1,nt,92,-5,96,95,10,10,93,-0.2,94,94
O=C(CSc1nc2ccccc2o1)Nc1nccs1,nt,104,2,106,98,64,25,96,0.2,99,101
COc1ccc(/C(C)=N/OC/C(O)=C(\C#N)c2nc3ccccc3[nH]2)cc1OC,5,102,11,104,100,15,10,95,0.7,98,104
COC(=O)C1C(=O)N2CCCSC2=C(C#N)C1c1cccs1 (stereo not given),nt,102,1,99,103,70,9,99,0.2,105,104
S=C(NCCCn1ccnc1)NC1CCCCC1,5,107,4,96,101,5,2,101,0.4,102,104
Cc1ccc(NC(=O)Nc2nnc(-c3ccccc3)o2)cc1,11,98,1,97,94,17,14,92,-0.1,94,93
CC(=O)c1ccccc1OCCOc1ncnc2sccc12,-2,95,1,101,95,12,11,95,0.3,98,97
Cc1nc2nc(C)c(CCC(=O)N3CCN(c4ccccc4)CC3)c(C)n2n1,nt,105,1,101,102,22,10,99,0.1,98,96
Cc1ccc(Cn2ccc(NC(=O)c3c(-c4ccccc4Cl)noc3C)n2)cc1,nt,97,8,95,94,44,11,97,2.5,96,95

# Source: PubChem BioAssay (several laboratories)

# Compounds as they come; any-hit rate near 1.1%.
